Compound activity (PubChem BioAssay)
TNAP act hi DEA – increases human TNAP activity under high phosphate acceptor concentration. activation factor at 20 µM. 200,000 tested, under 10 active. AID 1136. purified TNAP, CDP-star luminescence, 1 M DEA, 30 min; hits give high values; 0 = EDTA background, 1 = DMSO-only activity;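 active = activation factor at least 2 at 20 µM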
Target sequence (P05186 whole entry, looked up): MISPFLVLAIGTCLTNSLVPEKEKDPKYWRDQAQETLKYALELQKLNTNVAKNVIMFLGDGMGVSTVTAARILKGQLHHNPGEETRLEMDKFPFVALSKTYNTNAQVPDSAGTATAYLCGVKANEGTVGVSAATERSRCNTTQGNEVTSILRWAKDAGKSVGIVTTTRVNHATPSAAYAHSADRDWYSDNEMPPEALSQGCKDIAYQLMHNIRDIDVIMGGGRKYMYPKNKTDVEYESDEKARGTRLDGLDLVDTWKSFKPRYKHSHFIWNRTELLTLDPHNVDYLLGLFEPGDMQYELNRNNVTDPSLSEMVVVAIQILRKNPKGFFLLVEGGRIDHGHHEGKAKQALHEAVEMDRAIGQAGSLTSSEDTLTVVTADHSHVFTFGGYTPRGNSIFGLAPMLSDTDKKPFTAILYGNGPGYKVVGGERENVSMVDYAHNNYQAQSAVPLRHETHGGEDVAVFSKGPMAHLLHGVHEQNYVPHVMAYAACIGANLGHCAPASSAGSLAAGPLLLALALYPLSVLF
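Dosing: 20 µM single point. System: human TNAP. Amount: TNAP 1/800 final. Incubation: 30 min, room temperature. Read-out: TNAP activation factor scaled between EDTA and DMSO control wells. Signal: luminescence from CDP-star hydrolysis. Medium: 1 M DEA, pH 9.8, Mg2+, Zn2+. Control set: EDTA negative control, DMSO positive control.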
PMI act – activators of human phosphomannose isomerase | P34949 | purified human PMI, coupled resazurin fluorescence, 20 min; hits give high values; 1 = vehicle control, 0 substrate-free wells | activation factor at 20 µM | actives 0.005% (n = 190,000);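 active = activation factor of 2 or more at 20 µM, relative to plate controls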
FLuc inhib CS – inhibits firefly luciferase, flagging false hits in luciferase inhibition screens. ATPLite firefly luciferase biochemical luminescence, 10 min. AID 1006. actives 1.5% (n = 200,000). P08659. inhibition, % at 10 µM;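 active = inhibition above about 50% when tested at 10 µM, limit read from the data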
Target sequence (P08659 whole entry, looked up): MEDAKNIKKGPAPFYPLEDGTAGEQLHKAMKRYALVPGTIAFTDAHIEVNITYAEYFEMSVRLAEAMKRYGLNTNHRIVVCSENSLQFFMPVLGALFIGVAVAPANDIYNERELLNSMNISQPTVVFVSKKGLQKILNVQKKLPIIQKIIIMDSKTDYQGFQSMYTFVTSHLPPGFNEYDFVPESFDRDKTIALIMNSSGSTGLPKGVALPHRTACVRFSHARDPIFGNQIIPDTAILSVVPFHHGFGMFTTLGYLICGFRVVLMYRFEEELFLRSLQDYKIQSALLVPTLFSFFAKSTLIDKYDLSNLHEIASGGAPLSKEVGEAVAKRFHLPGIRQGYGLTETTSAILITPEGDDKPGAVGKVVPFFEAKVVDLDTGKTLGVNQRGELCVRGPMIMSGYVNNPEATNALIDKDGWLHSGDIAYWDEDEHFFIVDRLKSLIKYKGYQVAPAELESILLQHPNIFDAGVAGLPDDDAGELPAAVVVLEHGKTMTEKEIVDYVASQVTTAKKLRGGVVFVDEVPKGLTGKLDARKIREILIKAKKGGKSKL
TNAP inh noacc – blocks human TNAP activity with no phosphate acceptor present | inhibition, % at 20 µM | purified TNAP, CDP-star luminescence, 30 min | AID 1012 | actives 0.26% (n = 200,000);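 active = tissue-nonspecific alkaline phosphatase inhibition above about 50% at 20 µM in the single-dose screen, limit read from the data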;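 note: 0% = DMSO negative control and 100% = EDTA positive control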
TNAP inh hi DEA – inhibitors of human TNAP at high phosphate acceptor concentration. P05186. inhibition, % at 20 µM. actives 0.03% (n = 200,000). purified TNAP, CDP-star luminescence, 1 M DEA;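 active = over 50% inhibition of tissue-nonspecific alkaline phosphatase at 20 µM in the single-dose screen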;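 note: plate controls were DMSO wells for no effect and EDTA-quenched wells as full inhibition for full effect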
FLuc stim CS – firefly luciferase counter-screen for stimulation assays | activation factor at 10 µM | 200,000 tested, under 10 active | P08659 | ATPlite luciferase biochemical, luminescence, 10 min; 0 = ATP-free wells, 1 = DMSO control;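 active = luciferase activation factor, scaled between plate controls, of at least 2 with compound at 10 µM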
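Assay system – cell-free luciferase reagent · Medium – PBS-based ATP solution · Dosing – test compounds dosed from 2 mM stocks in 100% DMSO · Timing – 10 min, room temperature · Technique – light output (luminescence) · Measure – luminescence gain marking luciferase activators · Controls – No-ATP low control, compound-free enzyme-plus-ATP high control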
bIAP activator – intestinal alkaline phosphatase (bovine) activation; purified bovine IAP, CDP-star luminescence, 30 min; hits give high values; fold of DMSO-control signal, blank-subtracted; actives 0.17% (n = 200,000); activation factor at 20 µM;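 active = activation factor of 2 or more at 20 µM, a signal rise over negative controls twice the positive control's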
PMI act satM6P – PMI (human) activation, high substrate. P34949. coupled PMI enzyme assay, resazurin fluorescence, 20 min; hits give high values; 1 = untreated enzyme, 0 = substrate-free blank. activation factor at 20 µM. actives 0.34% (n = 190,000). AID 1216;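 active = activation factor of 2 or more at 20 µM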
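Test system: Human PMI in coupled enzyme assay | Input: 15 ng/mL PMI | Medium: HEPES-buffered pH 7.4 with magnesium and detergent | Compound: One concentration, 20 µM, in 1% DMSO | Incubation: Enzyme reaction with compound 20 min at room temperature | Detection: Diaphorase-driven resazurin-to-resorufin fluorescence, excitation 544, emission 590 nm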
NF-kB expr up – compounds increasing NF-kB expression in human neuronal cells. NF-kB reporter expression; hits give high values. fold change at 12.5 µM. actives 1.6% (n = 190,000). AID 1239; in the data active = fold change above about 3.3
APP 5'UTR act – APP 5'UTR luciferase reporter activation; actives 1% (n = 190,000); activation, % at 2 µM; SH-SY5Y APP 5'UTR luciferase reporter, luminescence; zero percent = DMSO vehicle wells;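 active = activation above a set limit, based on mean plus 3 SD of controls, cut at about 140% in these data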; note: values of inactives mirror those of a sister screen read the other way
Active calls of the source: *; . = no result given.

SMILES	TNAP act hi DEA	PMI act	FLuc inhib CS	TNAP inh noacc	TNAP inh hi DEA	FLuc stim CS	bIAP activator	PMI act satM6P	NF-kB expr up	APP 5'UTR act
CCCS(=O)(=O)N1CCCC(C(=O)NCCCN2CCN(c3ccc(F)cc3)CC2)C1 (configuration not stated)	1	1	-6	-7	1	1.1	1.1	1	0.93	.
Nc1ccc2c(c1)sc1ccccc12	1	0.8	0	-3	1	1	0.8	0.4	2.2	11
COc1cc(C(C(=O)NC2CCCCC2)N(CCN2CCOCC2)C(=O)C2COc3ccccc3O2)cc(OC)c1OC (configuration not stated)	1.1	0.9	-7	-29	-7	1.1	1.1	1	0.93	10
Cc1cc(C(=O)Nc2cc(C)n(Cc3ccc(Cl)cc3)n2)no1	1	1	0	-5	0	1	1	1	1.2	-8
CCS(=O)(=O)c1ccc2oc(SCC(=O)NC34CC5CC(CC(C5)C3)C4)nc2c1	1.1	1	-10	-7	-6	1.1	1	1	0.84	7
COC(=O)/C(=C1/Oc2ccc(C(C)(C)C)cc2S1)C(F)(F)F	1	0.8	7	-18	1	0.9	1	0.9	0.74	69
COc1cc(NC(=O)CCCSc2nc(-c3ccco3)cc(C(F)(F)F)n2)cc(OC)c1OC	1	0.8	-1	-3	-2	1	1	0.7	0.59	5
COc1cnc(-c2ccccn2)nc1Oc1c(C)cccc1C	1	1.2	-7	-4	-4	1.1	1.1	1.1	0.81	-1
CC(=O)Nc1ccc(S(=O)(=O)Nc2cccc(-c3ccc4nncn4n3)c2)cc1	1	1	-7	-12	-3	1.1	1.1	0.9	1	8
CCN1CCN(Cc2ccc(OCc3ccccc3)c(OC)c2)CC1	1	1	-2	7	3	1	0.9	1.1	1.7	56
COc1cc(CC(NC(C)=O)C(=O)NC2CCN(C(=O)C3CC3)CC2)cc(OC)c1 (configuration not stated)	1	1.1	-9	-7	-4	1.1	1.1	1.1	1.2	0
COc1ccc(OC)c2sc(N(CCN(C)C)C(=O)c3cc(Cl)sc3Cl)nc12	1	1.1	-3	2	4	1	1	1	1	6
Cc1ccc(NC(=O)CCC(=O)NNS(=O)(=O)c2ccccc2)cc1C	1	1	-2	-11	0	1	0.6	1	1.1	2
CCOC(=O)c1oc2ccccc2c1NC(=O)c1ccc(Cl)s1	1	0.8	-2	-11	3	1	0.8	0.8	1.1	-7
Cc1ccc(-n2cc[nH]c2=S)c(C)c1	1	1.2	1	-61	-2	1	1.4	1.2	1.1	6
CCCOP(=O)(OCCC)c1c([N+](=O)[O-])cc(C(F)(F)F)cc1[N+](=O)[O-]	1.1	1.2	-7	-7	-8	1.1	0.9	1.3	1.5	10
CCn1c2ccccc2c2nnc(SCc3ccc(C(=O)OC)o3)nc21	1	1	-5	-9	-3	1.1	0.9	1	1	3
N#Cc1c(-c2cccs2)nc(SCc2ccc(Cl)cc2)[nH]c1=O	1	0.7	4	1	-4	1	1.1	0.8	1.1	-17
Cc1ccc(NC(=O)C(=O)NCc2ccncc2)cc1	1.1	0.7	0	-10	-6	1	1.2	0.9	1.1	7
CC(Sc1nc(N)cc(=O)[nH]1)C(=O)NC1CCCCC1 (configuration not stated)	1	1	-9	-11	-3	1.1	0.9	1	1.2	-21
Cc1ccc(C(=O)CSc2nc(N)cc(=O)[nH]2)cc1	1	0.8	-2	-7	-1	1	1.1	0.8	0.79	6
COC(=O)c1ccc(C(=O)OC)c(NC(=O)CN(C)Cc2cccc(Cl)c2Cl)c1	1	0.9	-5	-16	-4	1	1	0.9	0.7	-20
O=C(Nc1nnc(C2CC2)o1)c1ccc(S(=O)(=O)N2CCc3ccccc3C2)cc1	1.1	0.7	-6	-32	-5	1.1	1.2	1.1	1.2	8
CCOC(=O)CNC(=O)CSc1nnc(NC(=O)c2ccc(C)cc2)s1	1	1.2	94*	-17	-3	0.1	0.9	1	2.8	37
CC(C)(Cl)C1Cc2cc3ccc(=O)oc3cc2O1 (configuration not stated)	1	0.9	12	-6	1	0.9	0.9	1.1	1.7	25

Shown in CSV form: two of the compounds above.
structure,TNAP act hi DEA,PMI act,FLuc inhib CS,TNAP inh noacc,TNAP inh hi DEA,FLuc stim CS,bIAP activator,PMI act satM6P,NF-kB expr up,APP 5'UTR act
Cc1ccc(C(=O)CSc2nc(N)cc(=O)[nH]2)cc1,1,0.8,-2,-7,-1,1,1.1,0.8,0.79,6
COC(=O)c1ccc(C(=O)OC)c(NC(=O)CN(C)Cc2cccc(Cl)c2Cl)c1,1,0.9,-5,-16,-4,1,1,0.9,0.7,-20

Following part.
SMILES	TNAP act hi DEA	PMI act	FLuc inhib CS	TNAP inh noacc	TNAP inh hi DEA	FLuc stim CS	bIAP activator	PMI act satM6P	NF-kB expr up	APP 5'UTR act
COC(=O)C1=C(CSc2nncn2C)NC(=O)NC1c1cc(C)ccc1C (configuration not stated)	1	1.3	-2	-4	-1	1	1	1.5	1.2	-6
CC(=O)c1c(C)[nH]c(C(=O)OCc2ccccc2F)c1C	1	1	3	-9	-2	1	0.9	1.1	2.4	49
C=CCn1c(SCC(=O)CC(=O)OCC)nc2cc(C(=O)N3CCC(C(N)=O)CC3)ccc2c1=O	1	1.1	-2	-17	5	1	0.8	1.1	1.1	9
O=C(CNC(=O)c1ccco1)N/N=C/c1c[nH]c2ccccc12	1	1.1	-5	-8	-4	1	1.1	1.1	1.1	8
C=C(C)CSc1nnc2n(C)c(=O)c3c4c(sc3n12)CCC4	1	0.9	-4	-6	-1	1	1	1	0.54	4
O=C(CSc1nc2c(cnn2-c2ccc(F)cc2)c(=O)[nH]1)Nc1nccs1	1	1	-2	-6	-1	1	0.8	1.1	1.1	-30
Cc1nc(N)c(C#N)c(-c2ccccc2)c1C	1.1	1.1	-7	-4	-5	1.1	0.9	1.1	1.1	-7
CCOC(=O)C1CCCN(S(=O)(=O)c2ccc(OC)c3ccccc23)C1 (configuration not stated)	1	1	0	-6	-1	1	1	1	1	-5
C=CCNCCCOc1ccc(Cl)cc1C(C)(C)C	1.1	1	-5	-7	-9	1	1	0.9	1.1	-1
CSc1cccc(NC(=S)N2CCCN(Cc3cccc(Cl)c3)C2)c1	1.1	1.1	-6	-11	-10	1.1	0.9	1	1.1	12
CSc1nc2ccc(Cl)cc2[nH]1	1	0.9	-2	-5	-1	1	1	1	1.2	11
Cc1cccc(N2CCN(C(=O)c3csc4ccccc34)CC2C)c1 (configuration not stated)	1	0.9	-9	-14	-3	1.1	0.9	0.9	1	-12
O=C(NCSC1=NCCS1)c1ccccc1	1.1	0.9	-9	-10	-7	1.1	0.9	0.9	1.2	10
CCCC1CCc2c(sc(N)c2C(N)=O)C1 (configuration not stated)	1	1	-4	-8	-1	1	1	1.1	0.91	1
COc1cc2c(cc1OC)C(C(=O)N1CCCC1)C(c1ccccc1F)N(C)C2=O (configuration not stated)	1.1	0.9	-6	-10	-8	1.1	1.1	1	0.88	10
COc1ccccc1N1CCN(/N=C/c2cc(OC)c(OC)c(OC)c2)CC1	1	0.9	2	16	-2	1	1	1.1	1.3	-2
Cc1ccc(-n2c(=S)[nH]c3nc4c(cc3c2=O)COC(C)(C)C4)cc1	1	1.1	-6	-10	4	1.1	1	1.3	1.1	6
CC1CCN(S(=O)(=O)c2ccc(C(=O)Nc3sccc3C(N)=O)cc2)CC1	1	1	-2	5	4	1	0.8	1	0.57	0
COc1cc(OC)c(NC(=O)CS(=O)(=O)Cc2nc(-c3ccc(C)cc3)oc2C)cc1Cl	1	0.9	1	-10	-3	1	0.9	0.8	0.89	3
CCCc1c(O)nc(SCCN(CCC)CCC)[nH]c1=O	1.1	1	-4	-12	-5	1	0.9	1.1	0.93	17
O=C(N1CCOCC1)N(Cc1ccccc1)c1ccccn1	1.1	1	-1	-8	-5	1	1	1	0.8	18
O=C(/C=C/c1ccco1)Nc1ccc(Oc2ccc(Cl)cc2)cc1	1.1	1.1	-10	2	-5	1.1	1	1.1	0.86	1
COc1cccc(Nc2nc(-c3sc(NC(=O)c4ccco4)nc3C)cs2)c1	1	0.8	-3	-5	0	1	1	0.7	0.57	0
Cc1cc(C)c2c(c1)-c1cc(C)nn1C(c1ccc3c(c1)OCO3)N2 (configuration not stated)	1.1	1	-8	2	-7	1.1	1.1	1	0.99	0
CCN(CC)S(=O)(=O)c1ccc(N/N=C/c2ccc(O)cc2)nc1	1	1	-5	-9	-1	1	1	1	1.1	22

4 compounds drawn at random from those above:
SMILES	TNAP act hi DEA	PMI act	FLuc inhib CS	TNAP inh noacc	TNAP inh hi DEA	FLuc stim CS	bIAP activator	PMI act satM6P	NF-kB expr up	APP 5'UTR act
CCCC1CCc2c(sc(N)c2C(N)=O)C1 (configuration not stated)	1	1	-4	-8	-1	1	1	1.1	0.91	1
COc1ccccc1N1CCN(/N=C/c2cc(OC)c(OC)c(OC)c2)CC1	1	0.9	2	16	-2	1	1	1.1	1.3	-2
CCOC(=O)C1CCCN(S(=O)(=O)c2ccc(OC)c3ccccc23)C1 (configuration not stated)	1	1	0	-6	-1	1	1	1	1	-5
CCN(CC)S(=O)(=O)c1ccc(N/N=C/c2ccc(O)cc2)nc1	1	1	-5	-9	-1	1	1	1	1.1	22

The list goes on:
SMILES	TNAP act hi DEA	PMI act	FLuc inhib CS	TNAP inh noacc	TNAP inh hi DEA	FLuc stim CS	bIAP activator	PMI act satM6P	NF-kB expr up	APP 5'UTR act
CCOc1cccc(NCc2cc3c(C(C)(C)C)nn(-c4ccccc4)c3[nH]c2=O)c1	1.1	0.9	-4	-79	-15	1	1.8	0.9	0.98	-4
COc1ccc(OCC(=O)Nc2cccc(NC(=O)COc3ccc(OC)cc3)n2)cc1	1	0.9	11	-8	-2	0.9	0.9	1	1.2	18
CN(C)N1C(N)=C(C#N)C(c2cccnc2)C2=C1CC(C)(C)CC2=O (configuration not stated)	1.1	1	-5	-13	-7	1.1	0.9	0.9	1.1	11
Cc1ccc(-n2c(-c3cccnc3)n[nH]c2=S)c(C)c1	1.1	1	-4	-12	-6	1	0.9	1	1.2	-2
Brc1ccc(-c2nnc(-c3cccc(Br)c3)o2)cc1	1	1	6	-6	-2	0.9	1	1	1.4	1
CCOC(=O)c1cc2c(=O)n3ccccc3nc2n(Cc2ccco2)c1=NC(=O)c1ccc(OC)cc1OC	1	1.1	-3	-2	2	1	1.2	0.9	1.2	13
O=C(N=C1c2ccccc2CN1c1ccc(F)c(Cl)c1)c1cccnc1Cl	1	1.2	8	12	-1	0.9	1.1	1.2	1.1	45
COC(=O)c1cccc(NC(=S)NCc2ccco2)c1	1	1	0	-9	-5	1	0.9	0.9	1.6	26
CC1C(c2ccccc2)N(C)C(c2ccccc2)CC1(O)c1ccccc1 (configuration not stated)	1	0.8	2	1	1	1	0.8	1	1.3	.
Cc1ccc(C(=O)NC(=S)Nc2ccc(-c3ccc(CO)o3)cc2)cc1	0.9	1	0	7	7	1	1	1.5	1.4	15
CCOC(=O)CN1C(=O)C2(OCCCO2)c2ccccc21	1	0.8	-3	-12	-2	1	0.9	0.9	1.7	14
[O-]/C(=C(\C(=S)Nc1cccc2ccccc12)[n+]1ccccc1)c1ccc2c(c1)OCCO2	1.1	1.4	-5	0	-6	1	1.1	1.7	0.57	0
